D3 ag: D3 dopamine receptor (human) agonism; max activation, %; D3R DiscoveRx beta-arrestin cells, luminescence, 90 min; 410,000 compounds, 0.58% hits; in the data active means max activation above about 30%; further: 0% is about no effect; mostly tested at two doses, the higher about 12 µM
Target sequence (P35462 whole entry, looked up): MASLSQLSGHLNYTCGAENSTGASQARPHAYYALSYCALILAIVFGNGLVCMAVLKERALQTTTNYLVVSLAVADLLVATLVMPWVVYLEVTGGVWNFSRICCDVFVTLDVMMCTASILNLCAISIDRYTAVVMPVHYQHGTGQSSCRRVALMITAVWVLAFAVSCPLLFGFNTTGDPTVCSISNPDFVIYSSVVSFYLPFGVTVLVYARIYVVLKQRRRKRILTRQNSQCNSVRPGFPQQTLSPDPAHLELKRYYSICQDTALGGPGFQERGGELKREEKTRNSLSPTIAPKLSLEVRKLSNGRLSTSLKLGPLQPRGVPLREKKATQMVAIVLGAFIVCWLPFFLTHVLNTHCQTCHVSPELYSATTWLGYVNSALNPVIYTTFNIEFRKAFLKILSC
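Agonist-mode cell screen: cells plated at 1500/well and incubated overnight at 37 °C, then exposed to library compounds for 90 min at 37 °C. Detection reagent was added for 30–60 min at room temperature, and luminescence was read.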
CCT modulator: modulators of cytosolic chaperonin (CCT/TRiC) activity | activity change, % (concentration not given with the values), hits read low | purified chaperonin ATPase assay, HTRF ADP detection, 30 min | 360,000 compounds, 0.3% hits; in the data active means activity change below about -30%; further: on the % scale 0 is the no-effect control and ±100 the full control effect
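TRiC (40 or 20 nM final, by batch activity) in 30 mM Tris pH 7.4, 100 mM KCl, 5 mM MgCl2, 1 mM DTT was treated with compound at 76 uM single dose, then 10 uM ATP, 30 min at 37 °C. ADP was read by HTRF Transcreener.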
MmCpn inh: M. maripaludis TRiC chaperonin inhibition; purified Mm-Cpn ATPase, ADP Transcreener TR-FRET; Potency, µM (doses to about 76.9 µM), inactives show top-dose activity, negative = inhibition, hits mostly inhibitors; 330,000 compounds, 0.031% hits; further: potency means the concentration at half of the fitted maximal effect; on the % scale 0 is the no-effect control and ±100 the full control effect; nearly all actives have a fitted effect of over 80% in size
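ATP (10 uM final) was added to archaeal chaperonin (25 nM final) after 10 min exposure to test compound at 37°C; after 30 min further incubation, ADP was detected by competitive TR-FRET.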
EPAC2 ag: activates human EPAC2 exchange factor. Q8WZA2. EPAC2 activation, biochemical qHTS; response scale: 100% = 6.5 mM cAMP response. Potency, µM (series often up to 154 µM), without a hit: at the highest dose activation, usual class: activators. 360,000 compounds, 0.079% hits; further: potency means the concentration at half of the fitted maximal effect; nearly all actives have a fitted effect of over 50% in size
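Guanine nucleotide exchange by EPAC2 is measured as reduced fluorescence of BODIPY-GDP once it is released from 250 nM Rap1B. Plates are read kinetically for 30 min at room temperature; results are scaled to 6.5 mM cAMP.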
Akt phos inh: blocks phosphorylation of Akt; Neuro2A IGF-stimulated pAkt S473 HTRF, 20 min; hits give low values; activity change, % for hits at 50 µM; 360,000 compounds, 0.32% hits; AID 651550; in the data active means activity change below about -80%; inconclusive means mostly about -51% to -80%; further: on the % scale 0 is the no-effect control and ±100 the full control effect
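Neuro2A cells in DMEM with 0.5% FBS, overnight at 37 deg C, given compound at single 50 µM final, then IGF (6 nM final) for 20 min at 37 deg C. Lysed; phospho-Akt Ser473 by HTRF after 24 h, 665/615 ratio.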
PTHR1 agonist: activates the human parathyroid hormone receptor PTHR1 | 410,000 compounds, 0.075% hits | Potency, µM (titrated, usually from 115 µM), without a hit: at the top dose activation, actives largely listed as activators | Q03431 | HEK293 GP2 PTHR1 cells, GloSensor cAMP luminescence, 1 h | AID 743266; further: potency means the concentration at half of the fitted maximal effect; nearly all actives have a fitted effect of over 55% in size; some results filed as inactive show a strong effect at the top dose; inactives centre near -15; many of its hits are not listed in these tables
Target sequence (Q03431 whole entry, looked up): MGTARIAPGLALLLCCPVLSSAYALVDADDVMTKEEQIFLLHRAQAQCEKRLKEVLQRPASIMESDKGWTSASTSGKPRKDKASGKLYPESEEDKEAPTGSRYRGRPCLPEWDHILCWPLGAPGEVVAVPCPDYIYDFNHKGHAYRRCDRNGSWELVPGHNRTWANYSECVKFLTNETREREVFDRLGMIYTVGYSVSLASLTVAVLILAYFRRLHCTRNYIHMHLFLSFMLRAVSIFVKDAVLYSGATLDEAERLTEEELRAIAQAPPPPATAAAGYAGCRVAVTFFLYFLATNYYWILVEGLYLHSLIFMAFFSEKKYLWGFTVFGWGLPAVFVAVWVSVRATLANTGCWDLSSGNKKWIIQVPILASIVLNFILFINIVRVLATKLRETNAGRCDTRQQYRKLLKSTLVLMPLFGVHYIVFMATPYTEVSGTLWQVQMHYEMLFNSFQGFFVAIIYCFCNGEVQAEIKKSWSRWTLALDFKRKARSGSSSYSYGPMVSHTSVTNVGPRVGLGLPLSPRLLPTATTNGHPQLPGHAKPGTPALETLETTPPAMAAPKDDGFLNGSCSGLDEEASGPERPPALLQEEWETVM
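HEK-293-derived GP2 cells expressing PTHR1 and a GloSensor cAMP reporter, 3,000/well, plated overnight, given luciferin plus IBMX (each 0.5 mM as added) for 1 h at 37 °C, then compound for 1 h at 37 °C. Luminescence was read after 15 min at room temperature.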
EPAC2 antag: EPAC2 (human) antagonism; Potency, µM (series often up to 114 µM), inactives show at the top dose activity, negative = inhibition, hits mostly inhibitors; 360,000 compounds, 0.18% hits; AID 720708; EPAC2 GEF exchange of Rap1B-BODIPY-GDP, fluorescence; Q8WZA2; further: potency means the concentration at half of the fitted maximal effect; on the % scale 0 is the no-effect control and ±100 the full control effect; nearly all actives have a fitted effect of over 45% in size; many of its hits are not listed in these tables
D3 antag: D3 dopamine receptor (human) antagonism. P35462. D3R cells, DiscoveRx beta-arrestin luminescence, antagonist mode; hits give low values. max response, negative = inhibition, %. 360,000 compounds, 2.5% hits; in the data active means max response below about -50%; inconclusive means no clear call, values can overlap the other calls; further: on the % scale 0 is the no-effect control and ±100 the full control effect; mostly tested at two doses, the higher about 12 µM
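Cells plated overnight at 1500 cells/well, then exposed to library compounds with dopamine controls for 90 minutes at 37 degrees C. DiscoveRx reagent added for 30–60 minutes at room temperature; luminescence read, quantitative HTS format.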
* marks the source's active call; other numbers are inactive results; i = inactive; ? = inconclusive; / = no result given; & = joins results of further samples; [ ] = another dose, or the depositor's remark. Unless noted, the call rests on the fitted dose curve; in most records, active means well fitted curve in the direction sought with a large enough effect; inconclusive means small, poorly fitted or top-dose-only effect, or another doubt; inactive means no such curve, though single readings can be large; an effect the other way counts as inactive or inconclusive.

1. NC(=O)c1cc(-c2ccncc2)nc2ccc(Cl)cc12
2. CCN(CC)CCCNC(=O)c1ccc(OCC(=O)Nc2ccccc2C(F)(F)F)c(OC)c1
3. CCCN(CC(=O)Nc1ccccc1OC)C(=O)c1ccc2[nH]c3c(c2c1)CC(C)CC3 (stereo not drawn)
4. COc1ccc(C(=O)Nc2ccc(N3CCN(C)CC3)cc2)cc1
5. CC1CCN(CC(O)COc2ccc(F)cc2)CC1 (stereo not drawn)
6. COC(=O)c1ccc(N)nc1

assay / entry,1,2,3,4,5,6
D3 ag,-3,-4,13,-1,-15,9
CCT modulator,-2.4,-1.5,0.0,-2.8,-2.1,0.1
MmCpn inh,-7%,1%,-3%,-1%,2%,1%
EPAC2 ag,4%,1%,5%,7%,3%,9%
Akt phos inh,i,i,i,i,i,i
PTHR1 agonist,-20%,i,-21%,-15%,-14%,i
EPAC2 antag,3%,5%,0%,2%,1%,1%
D3 antag,6,-1,26,-25,?,-18

7. Cc1ccc(CNC(=O)c2ccc(N(C)S(=O)(=O)c3ccccc3)cc2)cc1
8. COc1ccc(CN2C[C@H](C)[C@@H](CC(=O)NCc3ccccc3)C2=O)cc1
9. CC(=O)CCSc1ncnc2sc(-c3ccccc3)cc12
10. CCCCn1ccnc1C(=O)c1cccc(S(=O)(=O)N2CC(C)CC(C)C2)c1 (stereo not drawn)
11. O=C1COc2ccc(-c3csc(NCC4CCCO4)n3)cc2N1 (stereo not drawn)
12. O=C(CC1S/C(=N/N=C/c2c[nH]c3ccccc23)NC1=O)Nc1ccccc1 (stereo not drawn)

assay / entry,7,8,9,10,11,12
D3 ag,-17,9,9,3,3,5
CCT modulator,0.0,0.6,0.1,-2.6,1.7,0.0
MmCpn inh,2%,1%,0%,-1%,-1%,4%
EPAC2 ag,9%,15%,5%,6%,-10%,-5%
Akt phos inh,i,i,i,i,i,i
PTHR1 agonist,-37%[inhibitor],-16%,-38%[inhibitor],-9%,-27%,i
EPAC2 antag,3%,17%,-8%,-16%,9%,10%
D3 antag,?,-14,-3,-10,-4,23

13. CCC1(C)Cc2ccccc2C(=O)N1 (stereo not drawn)
14. O=C(CSc1nnc(Cc2ccccc2)n1-c1ccccc1)N1CCOCC1
15. O=C1c2ccccc2C(=O)N1CCSc1ccccc1
16. COc1cc(/C=C2\SC(=O)N(CCNC(=O)c3c(C)noc3C)C2=O)cc(OC)c1OC
17. CC(C)COc1ccc(Br)cc1CNC(C)(C)C
18. COc1ccc(NC(=O)COC(=O)/C=C/c2ccccc2[N+](=O)[O-])cc1

assay / entry,13,14,15,16,17,18
D3 ag,4,-8,1,-5,2,-11
CCT modulator,-1.5,1.8,-1.8,0.6,-3.5,-3.1
MmCpn inh,2%,0%,0%,-23%,5%,1%
EPAC2 ag,4%,5%,10%,4%,2%,-13%
Akt phos inh,i,i,i,i,i,i
PTHR1 agonist,i,6%[57.5 µM],-13%[57.5 µM],-60%[inhibitor],?,i
EPAC2 antag,-4%,-7%,1%,-10%,3%,-4%
D3 antag,-11,-6,-12,13,-2,-12

19. CN(CC(=O)Nc1c(Cl)cccc1Cl)C(=O)CCC(=O)c1ccccc1
20. COc1ccc(NC(=O)C2CCN(S(=O)(=O)c3ccc(N4CCCC4=O)cc3)CC2)cc1OC
21. Cc1cc(NC(=O)c2cc3ccccc3o2)no1
22. CCOCCCn1cnc2c(c1=O)c1nc3ccccc3nc1n2-c1ccc(C)cc1
23. O=C(NCc1ccccc1)c1cccnc1Sc1ccccc1
24. O=C(O)CCCCC1SCC2NC(=O)NC21 (stereo not drawn)

assay / entry,19,20,21,22,23,24
D3 ag,-11,-15,13,11,2,-8
CCT modulator,0.3,-1.3,0.0,0.2,0.3,-0.8
MmCpn inh,-7%,-2%,/,2%,2%,0%&3%
EPAC2 ag,5%,-4%,-17%,8%,-2%,4%
Akt phos inh,i,i,i,i,i,i
PTHR1 agonist,-26%,i,i,i,-16%,-24%
EPAC2 antag,13%,3%,-16%,0%,3%,2%
D3 antag,-2,-12,3,5,0,0

Gathered by group, the compounds so far containing four or more nitrogen atoms.
12. O=C(CC1S/C(=N/N=C/c2c[nH]c3ccccc23)NC1=O)Nc1ccccc1 (stereo not drawn)
14. O=C(CSc1nnc(Cc2ccccc2)n1-c1ccccc1)N1CCOCC1
22. CCOCCCn1cnc2c(c1=O)c1nc3ccccc3nc1n2-c1ccc(C)cc1

assay / entry,12,14,22
D3 ag,5,-8,11
CCT modulator,0.0,1.8,0.2
MmCpn inh,4%,0%,2%
EPAC2 ag,-5%,5%,8%
Akt phos inh,i,i,i
PTHR1 agonist,i,6%[57.5 µM],i
EPAC2 antag,10%,-7%,0%
D3 antag,23,-6,5

Further records:
25. N#CCSc1nnc2c(Cl)cc(Cl)cn12
26. COc1ccc(CNc2ccc3c(c2)nc(C)n3C)cc1
27. COc1ccccc1CN1CCN(S(=O)(=O)c2ccc(C)cc2)CC1
28. O=C(CC1C[C@H](C(=O)N2CCOCC2)[C@@]2(CCC3CCCC3)c3[nH]c4ccccc4c3CCN2C1=O)NCc1cccc(C(F)(F)F)c1 (stereo partly drawn)
29. O=C(CSc1nc2ccccc2c(=O)n1-c1ccccc1)Nc1ccc2c(c1)CCC2
30. CSc1ccc(-c2sc(Nc3cccc4ccccc34)n[n+]2-c2ccccc2)cc1

assay / entry,25,26,27,28,29,30
D3 ag,-2,3,-18,4,2,-14
CCT modulator,-3.1,0.5,1.0,-0.3,-0.6,-3.2
MmCpn inh,-3%,0%,/,/,/,?
EPAC2 ag,4%,11%,12%,-9%,11%,2%
Akt phos inh,i,i,i,i,i,i
PTHR1 agonist,-11%[57.5 µM],-15%,-12%,-12%,-20%,i
EPAC2 antag,-1%,8%,-5%,-2%,2%,8%
D3 antag,-1,-19,4,-1,15,-22

Looked up above.
entry 25 – MmCpn inh = -3%
entry 29 – EPAC2 antag = 2%
entry 28 – D3 antag = -1

Carrying on:
31. Cc1ccc(C)c(C(=O)CSc2nnnn2-c2cccnc2)c1
32. Cc1cc(C(=O)CN2C(=O)c3ccccc3S2(=O)=O)c(C)n1CC1CCCO1 (stereo not drawn)
33. Cc1cc(S(=O)(=O)N2CCOCC2)ccc1OCC(=O)Nc1ccc(F)c(Cl)c1
34. COc1ccc(Br)c(C(=O)Nc2nc3ccccc3[nH]2)c1
35. CC(OC(=O)c1cccc(S(=O)(=O)N2CCOCC2)c1)C(=O)NC1CCCCC1C (stereo not drawn)
36. Cc1ccc2c(CC(=O)OCC(=O)N(CC(C)C)c3c(N)n(Cc4ccccc4)c(=O)[nH]c3=O)coc2c1

assay / entry,31,32,33,34,35,36
D3 ag,2,2,-8,-7,7,3
CCT modulator,-1.1,1.5,-4.5,-0.5,-0.1,-1.1
MmCpn inh,-6%,0%,1%,-2%,2%,1%
EPAC2 ag,3%,-2%,-1%,12%,2%,-9%
Akt phos inh,i,i,i,i,i,i
PTHR1 agonist,-11%[57.5 µM],-43%[inhibitor],-22%,i,i,i
EPAC2 antag,6%,-1%,11%,1%,2%,20%
D3 antag,13,8,-15,-16,9,6

37. O=[N+]([O-])c1cccc(/C=N/n2c(-c3cccnc3)n[nH]c2=S)c1
38. CCOC(=O)c1ccc(OS(=O)(=O)c2ccccc2)c(OC)c1
39. CCOc1ccc(NC(=O)CN(C)C(=O)c2ccc(OCc3ccccc3)c(OC)c2)cc1OCC
40. O=C(COC(=O)CN1C(=O)NC2(CCCC2)C1=O)Nc1c(Cl)cccc1C(F)(F)F
41. CC(C)(C)NC(=O)NC(=O)COC(=O)CNS(=O)(=O)/C=C/c1ccccc1
42. Cc1ccc(-c2csc3ncnc(N4CCN(Cc5ccccc5)CC4)c23)cc1

assay / entry,37,38,39,40,41,42
D3 ag,-6,-3,-15,3,8,-16
CCT modulator,-0.6,-0.3,-0.3,-2.2,-0.4,-0.8
MmCpn inh,3%,1%,5%,-2%,-12%,1%
EPAC2 ag,-12%,4%,12%,-1%,2%,9%
Akt phos inh,i,i,i,i,i,i
PTHR1 agonist,-28%,-14%,-10%,i,-33%[inhibitor],i
EPAC2 antag,9%,8%,-19%,25%,-2%,-6%
D3 antag,-29,3,-6,8,6,39

43. O=C1C=C(c2ccc(C(=O)O)c(Cl)c2)C[C@@H](c2ccc3c(c2)OCO3)C1
44. CCc1nccn1C(=O)c1cnn2c(C(F)F)cc(-c3ccc(C)cc3)nc12
45. CCN1C(=N)N(c2ccccc2)C(=O)C(CC)(CC)C1=O
46. O=C(c1ccc2ccccc2n1)N1CCN(c2ccccc2Cl)CC1
47. COC(=O)c1c(NC(=O)COC(=O)CCS(=O)(=O)c2ccc(C)cc2)sc(C)c1C
48. COc1ccc(CNC(=O)C(C)NCc2ccccc2Cl)cc1 (stereo not drawn)

assay / entry,43,44,45,46,47,48
D3 ag,-5,-11,-4,-3,0,-7
CCT modulator,0.1,-2.9,0.3,-1.1,-1.5,-0.6
MmCpn inh,-1%,-2%,/,-2%,-7%,-1%
EPAC2 ag,2%,-8%,-4%,3%,3%,9%
Akt phos inh,i,i,i,i,i,i
PTHR1 agonist,i,-15%,i,i,-21%,i
EPAC2 antag,-14%,-4%,-9%,-11%,7%,-2%
D3 antag,13,?,2,-7,6,10

49. CCOc1ccc(/C=N\NC(=O)c2c(C)nc3cc(C)ccn23)cc1
50. COC(=O)c1csc(S(=O)(=O)N2CCCCC2)c1OC
51. C/C(=N\N1CCN(c2ccccc2)CC1)c1ccncc1
52. Cc1ccc(S(=O)(=O)N2CCOCC2)cc1C(=O)OCC(=O)NC1CCS(=O)(=O)C1 (stereo not drawn)
53. C=CCNC(=O)CSc1nc2scc(-c3ccco3)c2c(=O)n1CC=C
54. CCN(CCCNC(=O)C1CCN(C(=O)c2cc3sccc3n2C)CC1)Cc1ccccc1
55. CO/N=C\CC(=O)Nc1ccc(Cl)c(Cl)c1
56. CC(C)(C)OC(=O)n1cc(C(=O)c2ccccc2O)cn1

assay / entry,49,50,51,52,53,54,55,56
D3 ag,1,-5,-7,-12,15,-8,-2,25
CCT modulator,0.6,-0.3,-6.5,-1.1,-1.4,0.4,-1.8,0.3
MmCpn inh,0%,2%,0%,1%,-4%,-5%,-1%,-4%
EPAC2 ag,0%,5%,11%,4%,2%,2%,-3%,3%
Akt phos inh,i,i,i,i,i,i,i,i
PTHR1 agonist,-13%,-19%,-3%,12%,13%,18%,-14%,-7%
EPAC2 antag,0%,-17%,1%,-1%,-22%,8%,5%,2%
D3 antag,6,-20,-14,?,3,-15,2,7

Source: PubChem BioAssay

Some of the compounds tested; rates above refer to the full screens.
